Cav32 inh: Cav3.2 calcium influx blockers – cell-based, Fluo-4 calcium fluorescence, FDSS, MLSMR library, primary screen; Voltage-dependent T-type calcium channel subunit alpha-1H (Homo sapiens), O95180; Cav3.2-expressing cells; stronger effect = lower value; B-score at 10 µM; 100,000 compounds, 4% hits; AID 449739, 2010;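 active means single-dose well whose peak fluorescence ratio is a statistical outlier from its plate by either plate-standardised score or position-corrected B-score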
* hit, by the source's call. An excerpt; rates above refer to the full screens.

SMILES | Cav32 inh
CN(C(=O)c1cccc(C#N)c1)c1nnc(C2CCCO2)s1 (stereo unspecified) | -0.195
CC(C)CC(=O)N1CCN(S(=O)(=O)c2ccc(F)cc2)CC1 | -0.289
COCCNC(=O)CN(C(=O)Cn1nnc2ccccc21)c1ccccc1 | 0.313
O=C(Nc1nn[nH]n1)c1cccc(Oc2ccccc2)c1 | 0.562
CCOC(=O)C1CCN(C(=O)CCCCn2c(=O)[nH]c3ccccc3c2=O)CC1 | -0.202
CCOC(=O)c1sc(NC(=O)c2cc(-c3ccccc3C)nc3ccccc23)c(C#N)c1C | -6.8*
CC1(C)N=C(SCC(=O)Nc2ccccc2)C(c2ccc(Cl)cc2)=N1 | -6.74*
O=C(CN1CCCCC1)Nc1ccccc1NC(=O)CN1CCCCC1 | 0.0294
Cc1cc(NCCOCCO)n2ncc(-c3ccc(Cl)cc3)c2n1 | 2.17
Cc1cccc(-c2noc(CN(C(=O)c3c(-c4ccccc4Cl)noc3C)C(C)C)n2)c1 | -5.04*
Cc1cc(C)c2c(CN3CCN(C/C=C/c4ccccc4)CC3)cc(=O)oc2c1 | -0.0791
O=C(Nc1ccc(S(=O)(=O)N2CCCC2)cc1)N1c2ccccc2Sc2ccccc21 | -0.931
CCCCC(=O)Nc1nc(C)c(-c2csc(Nc3cc(Cl)ccc3OC)n2)s1 | 0.254
COc1ccc(NC(=O)c2cccc(NC(=O)C3C4CC5OC(=O)C3C5C4)c2)c(OC)c1 (stereo unspecified) | -0.0328
CCC(=O)N(CCC(c1ccco1)c1ccccc1OC)Cc1cccs1 (stereo unspecified) | -5.78*
Cc1cccc(N2CCN(C(=O)CCNS(=O)(=O)c3ccc4c(c3)CCC(=O)N4)CC2)c1C | 1.03
O=C(NC(NC(=S)Nc1ccccc1)C(Cl)(Cl)Cl)c1cccc(Cl)c1 (stereo unspecified) | -1.64
O=C(OCn1ncc(Cl)c(Cl)c1=O)c1ccccc1Cl | 1.5
CCCC(=O)Nc1nn(CCC)c2nc3ccccc3cc12 | -0.887
C=CCOc1cccc(C2C(C(=O)c3ccc(C)o3)=C(O)C(=O)N2CCN(C)C)c1 (stereo unspecified) | 0.637
Cc1nc(SCC(=O)Nc2ccc(F)cc2)c2oc3ccccc3c2n1 | -0.0295
O=C(NCc1cccc(Br)c1)c1cc(-c2ccccc2)nn1CC1CC(c2cccnc2)=NO1 (stereo unspecified) | -0.558
CCn1c(=O)n(CC)c2cc(S(=O)(=O)N3CCOCC3)ccc21 | -0.25
CCOC(=O)C1CCN(C(=O)COc2cccc(C)c2)CC1 | -0.247
CN(CCCNC(=O)c1ccc(N2CCCC2=O)cc1)c1ccccc1 | 0.239
COCCNC(=O)c1cc2c(=O)n3cccc(C)c3nc2n(Cc2ccncc2)c1=N | 0.49
CC(=O)c1cc(C#N)c(Oc2cc(C)cc(C)c2)nc1C | 0.241
O=C(Nc1ccc(S(=O)(=O)O)cc1)c1ccc2c(c1)S(=O)(=O)c1ccccc1C2=O | 0.538
CCOC(=O)N1CCC(NC(=O)c2cc(C(=O)Nc3ccc(F)cc3F)ccc2CO)CC1 | 0.926
Cc1ccc(S(=O)(=O)N2CCCCC2C(=O)N2CCN(c3ccccc3F)CC2)cc1 (stereo unspecified) | -0.963
O=C(NCCN1CCc2ccccc2C1)C1CC(=O)N(C2CCCC2)C1 (stereo unspecified) | 0.77
Cc1ccc(S(=O)(=O)/N=S(/C)c2ccccc2)cc1 (stereo unspecified) | -0.964
C=CCNC(=O)c1ccc(C(=O)c2ccccc2)cc1 | 0.0168
CCCOc1cc(C)c(S(=O)(=O)n2ccc(C)n2)cc1C | -3.82*
CCC(C(=O)NC1CCCCC1)n1c(SCc2ccc(F)cc2)nc2ccncc21 (stereo unspecified) | -2.33
CS(=O)(=O)N1CCC(C(=O)Nc2ccc(Br)cc2F)CC1 | -2.22
CNC(=O)c1csc(-c2ccc(C)cc2)n1 | -0.584
COc1ccc(NC(=O)N[C@@H](CCSC)C(=O)O)cc1Cl | 0.169
O=c1c2c(nc3nc(COc4ccccc4)[nH]n13)CCC2 | -0.353
Brc1cc2[nH]cnc2c2ccccc12 | 1.98
Brc1cc(Br)c2nc(-c3cccs3)ccc2c1 | -0.49
O=[N+]([O-])c1ccccc1N/N=C/c1c[nH]c2ccccc12 | 0.999
c1ccc(-c2nc(NCc3ccco3)c3ccccc3n2)nc1 | 1.64
COCCNC(=O)Cn1cnc2sc(C)c(S(=O)(=O)N3CCC(C)CC3)c2c1=O | 0.0983
Cc1ccc(-n2c(SCC(N)=O)nc3c([nH]c4ccccc43)c2=O)cc1 | 0.679
Cc1ccc(NC(=O)N2CCC(NC(=O)C(C)(C)C)CC2)cc1 | 1.25
O=C(C1=C[C@H](C2CC2)C[C@H](OCc2ccc(CO)cc2)O1)N1CCOCC1 | 0.000818
O=C1CC(N2CCC(c3nc4ccccc4[nH]3)CC2)C(=O)N1Cc1ccccc1 (stereo unspecified) | 0.00553
CC(=O)N1CCN=C1SCc1c(F)cccc1Cl | 0.0902
O=C(O)CC1S/C(=N/N=C/c2ccc(-c3ccc(Cl)cc3[N+](=O)[O-])o2)NC1=O (stereo unspecified) | 0.0371
COc1ccc(-c2[nH]c(-c3ccc(F)cc3)nc2SCC(=O)NC2CCCC2)cc1 | -0.175
Cc1cc(C(=O)CSc2nnnn2-c2ccc(O)cc2)c(C)n1Cc1ccc2c(c1)OCO2 | -2.29
c1ccc2c(c1)OCC(c1nn3c(Cn4nnc5ccccc54)nnc3s1)O2 (stereo unspecified) | -0.0932
CNC(=O)CSc1nnc(-c2ccco2)n1-c1ccccc1OC | -0.214
CCCNc1nc(OC(C(F)(F)F)C(F)(F)F)nc(OC(C(F)(F)F)C(F)(F)F)n1 | 0.869
Cc1csc(N(C)C(=O)CSc2nnc(COc3ccccc3C)o2)n1 | -0.0138
CCCCn1nc2cc(C(=O)N[C@H](C)C3CCCCC3)ccc2c1OCC | -2.05
COC(=O)c1ccc(C)c(NC(=O)C2COc3ccccc3O2)c1 (stereo unspecified) | -1.23
CCC(=O)N1CCc2cc(Br)cc(S(=O)(=O)NCC3CCCO3)c21 (stereo unspecified) | -0.127
O=C(CSc1nn(-c2ccccc2)c(=S)s1)NC(=O)NCc1ccco1 | -3.24
The results go on.
SMILES | Cav32 inh
CCOC(=O)c1[nH]c2ccc(OC)cc2c1NC(C)=O | -0.0916
Fc1ccc(-c2oncc2-c2nnnn2-c2ccccc2)cc1F | -0.449
COc1ccc(-c2cc(C(=O)Nc3c(C)nn(Cc4ccccc4)c3C)no2)cc1 | -1.29
Cc1occc1-c1nnc(SCC(=O)c2ccc(Cl)cc2)n1CC1CCCO1 (stereo unspecified) | 0.224
O=C1OC(c2ccccc2)=N/C1=C\N1CCCCC1 | 0.00107
O=C(NC(C(=O)c1ccccc1)n1cnccc1=O)c1ccccc1 (stereo unspecified) | -0.0287
COCCCn1c(Cc2csc(Nc3cccc(Cl)c3)n2)nnc1SCC(=O)OC1CCCCC1 | -7.39*
COc1ccc(NC(=S)NCCc2ccccc2)c(OC)c1 | -0.0301
Cc1ccc(-c2noc(C3CCN(S(=O)(=O)c4ccc5c(c4)OCCO5)CC3)n2)o1 | -1.34
Cc1noc(C)c1S(=O)(=O)Nc1ccc(O)c2c(=O)cc(-c3ccccc3Cl)oc12 | -3.87
CNC(=S)NCc1ccc(Cl)cc1 | -0.0511
O=C(CC1(O)C(=O)N(CN2CCOCC2)c2ccccc21)c1ccccc1 (stereo unspecified) | 0.0748
Cc1ccc(S(=O)(=O)N(C)CC(=O)NC2CCCC2)cc1 | -0.0157
Cc1cc(C)c2c3c(sc2n1)C1(CCSCC1)C(C#N)=C(N)O3 | 0.48
Cc1ccc(C)n1-c1ccc(-c2nnco2)cc1 | 0.263
CCOc1ccc(-n2cnnn2)cc1S(=O)(=O)NC1CC1 | 0.553
C=C(C)C1(O)OC(=O)C=C1OC (stereo unspecified) | 0.792
COc1ccc(CNC(=O)/C=C/c2cc([N+](=O)[O-])ccc2OC(F)F)cc1 | 0.758
O=C(CSc1nnc(-c2cccs2)n1Cc1ccco1)Nc1ccc2c(c1)OCO2 | -0.135
Cc1nc2sc(C(c3ccco3)N3CC(C)OC(C)C3)c(O)n2n1 (stereo unspecified) | -0.864
O=C(N/N=C/c1cccs1)c1cc(-c2ccc3ccccc3c2)n[nH]1 | -0.0303
CC(C)NC(=O)CN(c1cccc(Br)c1)S(C)(=O)=O | -2.64
CC(C)(NC(=O)N1CCCC1)c1cccc(C(C)(C)NC(=O)N2CCCC2)c1 | -0.279
C=CCOC(=O)C1=C[C@@H](c2coc3ccccc3c2=O)[C@H](CCCO)[C@@H](OCC)O1 | 0.0182
CCc1ccc(OCC(=O)NC(=S)Nc2ccc(C)cc2C)c(Br)c1 | 1.09
COC(=O)CC(=O)Cc1nc(N)nc(Nc2ccc(C)c(C)c2)n1 | 0.708
Nc1c(O)cccc1C(=O)O | -1.69
CCOC(=O)c1c(-c2ccccc2)[nH]c2ccc(O)cc12 | -0.0214
CC(=O)c1cccc(NC(=O)c2ccc(N(Cc3ccc(C)cc3)S(C)(=O)=O)cc2)c1 | -0.163
CCOc1ccc(NC(=O)Nc2ccc(N(C)C(C)=O)cc2)cc1 | 0.076
O=C(CCCCn1c(=O)c2ccccc2n(CC(=O)Nc2cccc(F)c2)c1=O)NCc1ccco1 | 0.938
Nc1ccc(C(=O)Nc2ccccc2C(=O)O)cc1 | -0.336
COc1cc(CN2CCN(c3ccccc3F)CC2)cc(OC)c1O | 0.53
CC(C)CN(CC(C)C)c1nc(N)c(C#N)c(CC#N)c1C#N | -2.57
O=C(/C=C/c1ccc(Cl)cc1)Nc1ccc(N2CCCCC2)cc1 | -0.0791
COc1ccc(N(CC(=O)NCCSc2ccccn2)S(C)(=O)=O)cc1 | 0.576
NC(=O)CN1CCOCCOCCN(CC(N)=O)CCOCC1 | 1.02
COC(=O)CCC(=O)Nc1nc(-c2ccccc2)cs1 | -0.344
CCCCN1C(=S)NC[C@@H]1Cc1cccc2ccccc12 | -0.922
O=S(=O)(c1ccc(Br)s1)N1CCN(c2ncccn2)CC1 | 0.169
NC12CC3CC(C1)CC(O)(C3)C2 | 0.329
CCSc1nc2c(c(=O)[nH]1)C(C(C)C)C(C#N)=C(N)O2 (stereo unspecified) | 1.76
O=C(CSc1nnc(-c2cccnc2)n1Cc1ccco1)c1ccc(Cl)c(Cl)c1 | -0.0565
COCCNC(=O)c1ccc2c3n(nc2c1)-c1ccccc1CO3 | -0.476
CCOc1ccc(CCNC(=O)C(CC)n2nc(C)n3c(cc4sccc43)c2=O)cc1OCC (stereo unspecified) | 0.619
O=C(NCCc1ccccc1)C1CCCN1S(=O)(=O)c1ccc(F)cc1 (stereo unspecified) | 1.23
CN1C(=O)N(C)C2CC1N(C)C(=O)N2C | -0.731
Cc1ccc(OCCn2c(C)c(/C=N/n3cnnc3)c3ccccc32)cc1 | 1.09
CCOC(=O)c1c(-c2ccc(OC)cc2)nc2nonc2c1N | -0.201
O=C(NC1CC1)C1=C[C@@H](c2ccc(C(F)(F)F)cc2)C[C@@H](OCc2ccc(CO)cc2)O1 | -1.53
Cn1ccnc1SCC(=O)Nc1cc(C(F)(F)F)ccc1N1CCOCC1 | -0.0561
CC(=O)N1CCCc2cc(S(=O)(=O)CCC(=O)N3CCN(c4ccccc4)CC3)ccc21 | 2.17
O=C(Oc1ccc2ccc(OC(=O)N3CCOCC3)cc2c1)N1CCOCC1 | 0.0915
CCOC(=O)N1CCN(c2nc(C)cc(C(F)(F)F)n2)CC1 | -0.696
Cc1c(N2C(=O)CSC23C(=O)Nc2ccccc23)c(=O)n(-c2ccccc2)n1C (stereo unspecified) | -0.0407
CC(Nc1nc(-c2ccc(F)cc2)cs1)c1nc2cc(Cl)c(N3CCCCC3)cc2n1CCOCCO (stereo unspecified) | -1.56
CCC(C)c1ccc(O)c(N)c1 (stereo unspecified) | -0.067
COc1ccc(OC)c(C(c2nnnn2C(C)(C)C)N2CCc3ccccc3C2)c1 (stereo unspecified) | -4.01
CC(C)C(c1nnnn1Cc1ccccc1)N(CCCO)Cc1cc2cc3c(cc2[nH]c1=O)OCO3 (stereo unspecified) | -0.809
Cc1ccc(C(c2nnnn2C2CCCC2)N2CCN(c3nc4ccccc4s3)CC2)cc1 (stereo unspecified) | -8.07*
The results go on.
SMILES | Cav32 inh
CCC(CC)Nc1ccc(C(CC(N)=O)NC(=O)Cc2ccc(Br)cc2)cc1[N+](=O)[O-] (stereo unspecified) | 1.19
O=S(=O)(c1cccc(C(F)(F)F)c1)N1CCC(O)(c2cccnc2)CC1 | -0.351
Cc1cc(NC(=O)CN2CCCCC2C)no1 (stereo unspecified) | -0.11
CC(=O)N(CN1C(=O)c2ccccc2C1=O)c1cccc(C)c1 | 0.0898

Molecules from the list above containing an NH in an aromatic ring (13):
SMILES | Cav32 inh
O=C(Nc1nn[nH]n1)c1cccc(Oc2ccccc2)c1 | 0.562
CCOC(=O)C1CCN(C(=O)CCCCn2c(=O)[nH]c3ccccc3c2=O)CC1 | -0.202
O=c1c2c(nc3nc(COc4ccccc4)[nH]n13)CCC2 | -0.353
Brc1cc2[nH]cnc2c2ccccc12 | 1.98
O=[N+]([O-])c1ccccc1N/N=C/c1c[nH]c2ccccc12 | 0.999
Cc1ccc(-n2c(SCC(N)=O)nc3c([nH]c4ccccc43)c2=O)cc1 | 0.679
O=C1CC(N2CCC(c3nc4ccccc4[nH]3)CC2)C(=O)N1Cc1ccccc1 (stereo unspecified) | 0.00553
COc1ccc(-c2[nH]c(-c3ccc(F)cc3)nc2SCC(=O)NC2CCCC2)cc1 | -0.175
CCOC(=O)c1[nH]c2ccc(OC)cc2c1NC(C)=O | -0.0916
O=C(N/N=C/c1cccs1)c1cc(-c2ccc3ccccc3c2)n[nH]1 | -0.0303
CCOC(=O)c1c(-c2ccccc2)[nH]c2ccc(O)cc12 | -0.0214
CCSc1nc2c(c(=O)[nH]1)C(C(C)C)C(C#N)=C(N)O2 (stereo unspecified) | 1.76
CC(C)C(c1nnnn1Cc1ccccc1)N(CCCO)Cc1cc2cc3c(cc2[nH]c1=O)OCO3 (stereo unspecified) | -0.809

Source: PubChem
